Bioassay records as filed in PubChem BioAssay.
KCNK3 block – human KCNK3 channel inhibitors, primary screen, CHO cells, FluxOR thallium flux, B-score. Potassium channel subfamily K member 3 (Homo sapiens), O14649. FluxOR fluorescence; stronger effect = lower value. B-score at 10 µM. actives 0.84% (n = 340,000). AID 602410, 2012;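 active means B-score under library mean minus 4 SD, starting fluorescence ratio at most library mean plus 5 SD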;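 further: more negative B-score means stronger inhibition of thallium flux through KCNK3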
hERG protect – hERG rescue from dofetilide block, primary screen, cell-based, CHO-hERG, FluxOR thallium flux, dofetilide IC70 | Voltage-gated inwardly rectifying potassium channel KCNH2 (Homo sapiens), Q12809 | dofetilide IC70 present | activation (rescue from dofetilide block), less the hit threshold, % at 10 µM | actives 0.51% (n = 310,000);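 active means activation above the mean of controls blocked by dofetilide plus 5 SD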;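 further: thallium influx through hERG after potassium depolarization seen as dye fluorescence rise; in these data hits start at about 4.7%; inactives centre near -7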
Target sequence (Q12809 whole entry, looked up): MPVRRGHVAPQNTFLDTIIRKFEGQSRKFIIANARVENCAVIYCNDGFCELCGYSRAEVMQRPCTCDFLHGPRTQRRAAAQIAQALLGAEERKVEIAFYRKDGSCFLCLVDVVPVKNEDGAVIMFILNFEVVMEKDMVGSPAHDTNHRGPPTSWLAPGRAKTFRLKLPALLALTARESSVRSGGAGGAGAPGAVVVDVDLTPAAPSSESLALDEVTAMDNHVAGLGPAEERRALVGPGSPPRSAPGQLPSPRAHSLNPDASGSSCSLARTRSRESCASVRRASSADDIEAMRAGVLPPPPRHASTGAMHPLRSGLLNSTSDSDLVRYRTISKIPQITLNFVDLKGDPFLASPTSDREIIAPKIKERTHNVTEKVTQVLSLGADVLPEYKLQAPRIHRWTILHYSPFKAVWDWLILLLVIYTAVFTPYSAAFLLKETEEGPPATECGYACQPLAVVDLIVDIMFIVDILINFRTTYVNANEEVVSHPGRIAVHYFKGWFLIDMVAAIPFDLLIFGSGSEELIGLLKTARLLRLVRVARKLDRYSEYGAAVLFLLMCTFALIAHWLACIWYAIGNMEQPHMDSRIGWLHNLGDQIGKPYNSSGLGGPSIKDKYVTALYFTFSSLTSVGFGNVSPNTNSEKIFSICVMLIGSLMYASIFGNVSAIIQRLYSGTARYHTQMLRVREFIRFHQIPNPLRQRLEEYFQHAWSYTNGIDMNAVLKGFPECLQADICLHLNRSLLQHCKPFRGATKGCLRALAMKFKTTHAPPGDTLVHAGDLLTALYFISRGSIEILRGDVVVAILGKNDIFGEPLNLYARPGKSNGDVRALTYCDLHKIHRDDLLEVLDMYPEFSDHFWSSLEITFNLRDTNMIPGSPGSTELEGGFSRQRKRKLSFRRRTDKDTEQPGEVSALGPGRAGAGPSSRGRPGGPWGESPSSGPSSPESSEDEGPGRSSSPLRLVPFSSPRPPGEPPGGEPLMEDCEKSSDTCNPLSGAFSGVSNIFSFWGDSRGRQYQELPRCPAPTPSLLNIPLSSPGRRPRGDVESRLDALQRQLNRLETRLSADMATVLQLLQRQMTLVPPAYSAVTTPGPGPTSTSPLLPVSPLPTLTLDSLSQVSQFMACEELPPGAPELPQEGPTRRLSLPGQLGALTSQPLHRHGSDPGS
KCNK9 block – KCNK9 potassium channel inhibitors, primary screen, HEK293 cells, thallium flux. FluxOR thallium flux fluorescence; stronger effect = lower value. B-score at 10 µM. actives 1.2% (n = 310,000). AID 488922, 2010. Potassium channel subfamily K member 9 (Homo sapiens), Q9NPC2;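 active means ratio B-score over 3 SD below the library mean, with starting fluorescence within 5 SD of its mean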;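 further: negative B-score means less thallium flux so channel inhibition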
TRPC4 act – activators of mouse TRPC4 channel, primary screen, Fluo4 calcium, HEK293 TRPC4beta/mu-opioid cells; Short transient receptor potential channel 4 (Mus musculus), Q9QUQ5; Fluo4 calcium fluorescence; stronger effect = higher value; B-score at 10 µM; actives 0.49% (n = 310,000);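 active means B-score above 5 SD of library B-scores, and initial fluorescence ratio not above library mean plus 5 SD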;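 further: positive B-score marks a calcium rise read as TRPC4 activation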
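System – HEK293 cells stably co-expressing mouse TRPC4beta and mu-opioid receptor · Signal – Fluo4 calcium-sensitive dye fluorescence, kinetic, 1 Hz baseline · Benchmarks – buffer (low) and maximal DAMGO (high) · Read-out – B score of integrated fluorescence ratio per well · Incubation – dye loading 45 min room temperature, 110 s kinetic read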
TRPC4 PAM – positive allosteric modulators of TRPC4, primary screen, cell-based, mouse TRPC4beta, HEK293 mu-opioid, Fluo-4 calcium | actives 0.42% (n = 310,000) | B-score at 10 µM | Short transient receptor potential channel 4 (Mus musculus), Q9QUQ5 | DAMGO EC20, Fluo-4 Ca2+ flux; stronger effect = higher value;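 active means B-score of calcium response area above 5 SD of library B-scores, with initial fluorescence ratio within 5 SD of library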;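 further: B-score of integrated fluorescence ratio over time as area under calcium response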
KCNQ1 inh – inhibitors of human KCNQ1 channel, primary screen, cell-based, thallium flux, high-throughput | CHO-K1 KCNQ1, FluxOR thallium flux fluorescence; stronger effect = higher value | actives 1.3% (n = 310,000) | Potassium voltage-gated channel subfamily KQT member 1 (Homo sapiens), P51787 | AID 2642, 2010 | B-score at 10 µM;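 active means compounds whose thallium flux B-score, printed positive for inhibition, exceeds three library SD while starting fluorescence stays within three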;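 further: channel opened by potassium depolarization with thallium stimulus after 20 min compound exposure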
ANO1 block – TMEM16A chloride channel inhibitors, primary screen, cell-based, HTS. Anoctamin-1 (Mus musculus), Q8BHY3. HEK293 TMEM16A/YFP iodide influx fluorescence, ionomycin. normalized B-score (activity score, 25-100; higher = stronger inhibition) at 10 µM. actives 1.2% (n = 310,000);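 active means ratio plate-corrected score three or more library SD toward inhibition, starting fluorescence score within five deviations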;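 further: score derived from kinetic fluorescence span divided by baseline fluorescence per well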
HDAC3 inhib – HDAC3 deacetylase inhibitors, primary screen, biochemical, fluorescence, cell-free homogeneous; recombinant HDAC3, fluorogenic peptide/trypsin coupled; inhibition, % at 8.3 µM; actives 0.15% (n = 320,000); Histone deacetylase 3 (Homo sapiens), O15379; in the data active means inhibition above about 26%, passing the limit was not always enough; inconclusive means no clear call, values can overlap the other calls
KCNQ1 act – potentiators or activators of KCNQ1 channel, primary screen, cell-based, thallium flux, high-throughput; CHO-K1 KCNQ1, thallium flux FluxOR fluorescence; stronger effect = higher value; B-score at 10 µM; actives 0.35% (n = 310,000); AID 2648, 2010;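 active means fluorescence ratio B-score, a plate-corrected score, at least three library SD, with initial intensity B-score within 5 SD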
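Test system: CHO-K1 cells stably expressing KCNQ1 / Medium: assay buffer / Also added: depolarizing K+/Tl+ stimulus, K2SO4 and Tl2SO4 each 12.5 mM in 5x stock / Incubation: 90 min dye loading and 20 min compound exposure, both at room temperature / Signal: thallium influx via FluxOR fluorescence, kinetic imaging / Evaluation: B score of baseline-normalized fluorescence ratio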
TMEM16A act – TMEM16A chloride channel activators or potentiators, primary screen, cell-based, HTS | HEK293 TMEM16A/YFP-H148Q/I152L, iodide quench fluorescence; stronger effect = lower value | B-score at 10 µM | actives 0.3% (n = 340,000) | AID 623877, 2012;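 active means fluorescence-ratio B-score plate-corrected deviation score at least 3 library SD below zero, with starting fluorescence score within 5 deviations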;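 further: channel opened by trigger with iodide after compound preincubation; score built on the fluorescence ratio of max minus min over baseline; more negative score means more quench and so TMEM16A activation or potentiation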
Dyrk1A ADPGlo – rat Dyrk1A kinase inhibitors, primary screen, biochemical, single point, plate reader | Dual specificity tyrosine-phosphorylation-regulated kinase 1A (Rattus norvegicus), Q63470 | ADP-Glo luminescence, NFATc1 peptide | inhibition, % at 12.5 µM | actives 0.43% (n = 310,000); in the data active means inhibition above about 50%;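 further: plate controls were vehicle with enzyme for no effect and no enzyme for full effect; many of its hits are not listed in these tables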
Numbers without * were called inactive; i = inactive; ? = inconclusive; . = not tested or not shown. Not all compounds are listed, so the mix of outcomes need not match the whole.

SMILES	KCNK3 block	hERG protect	KCNK9 block	TRPC4 act	TRPC4 PAM	KCNQ1 inh	ANO1 block	HDAC3 inhib	KCNQ1 act	TMEM16A act	Dyrk1A ADPGlo
O=C(CCCCCCCCN1C(=O)c2ccccc2C1=O)N1CCOCC1	i	-9	i	i	i	i	i	1	i	i	.
CC1CCN(CC(O)COCCOc2ccc(Br)cc2)CC1 (stereo not given)	i	-7	i	i	i	i	i	8	i	i	-2
Cn1c(N)c(Br)c(-c2ccc(F)cc2)c(C#N)c1=O	i	-10	i	i	i	i	i	4	i	i	4
CN(c1nnc(N)s1)C1CCCCC1	i	-4	i	i	i	i	i	-2	i	i	5
COc1ccc(C2=NN(C(=O)c3ccc(Cl)c([N+](=O)[O-])c3)C(c3ccccc3)C2)cc1 (stereo not given)	i	-2	i	i	i	i	i	4	i	i	8
CCC(C(=O)OCC(=O)Nc1ccc(C(N)=O)cc1)c1ccccc1 (stereo not given)	i	-8	i	i	i	i	i	0	i	i	-3
Cc1nn(C(C)(C)C)c(OC(=O)c2cccs2)c1S(=O)(=O)c1ccccc1	-10*	-15	i	i	i	i	i	0	i	i	2
COc1ccc(OC)c(-c2cc(C(=O)NCCN3CCOCC3)no2)c1	i	-11	i	i	i	i	i	5	i	i	4
C[C@@H]1CCC[C@@]2(O[C@H](CCO)C[C@H](O)[C@H]2O)O1	i	-4	i	i	i	i	i	-5	i	i	.
COc1ccc(CCNC(=O)C2CCCN2S(=O)(=O)c2ccc(F)cc2)cc1OC (stereo not given)	i	-22	i	i	i	i	i	-8	i	i	5
CCOCCCN1C(=O)C2C(C(=O)Nc3ccc(OCC)cc3)C3C=CC2(O3)C1C(=O)NC1CCCCC1 (stereo not given)	i	-9	i	i	i	i	i	8	i	i	2
COc1ccc(OC)c(/C=C/C(=O)OCC(=O)Nc2ccc3c(c2)OCCO3)c1	i	-7	i	i	i	i	i	-6	i	i	1
COc1nc(N)nc(NC23CC4CC(CC(C4)C2)C3)n1	i	-2	i	i	i	i	i	-4	i	i	-2
Cc1cc(C)cc(-n2nnc(C(=O)NCc3ccccc3Cl)c2N)c1	i	-6	i	i	i	i	i	-2	i	i	-5
O=C(CCC(=O)c1ccccc1)NCCc1c[nH]c2ccccc12	i	-14	i	i	i	i	i	-5	i	i	14
CCN(CC(=O)NC(C)(C)C)Cc1nc2c(Br)cc(Br)cc2c(=O)[nH]1	i	-13	i	i	i	i	i	.	i	i	15
CCOc1cc(/C=N/NC(=O)C(OC)c2ccccc2)ccc1O (stereo not given)	i	-4	i	i	i	i	i	3	i	i	-1
O=C(CN1C(=O)COc2ccccc21)NCCN1CCC(Cc2ccccc2)CC1	i	-6	i	i	i	i	i	0	i	i	2
Cc1ccc(NC(=O)CN2C(=O)C3CC=CCC3C2=O)cc1S(=O)(=O)N1CCOCC1 (stereo not given)	i	-4	i	i	i	i	i	4	i	i	-5
CCC/C=N/NC(=O)c1cccc(Br)c1	i	-9	i	i	i	i	i	4	i	i	-1
CC(C)NC(=O)CSCc1cccc(Br)c1	i	-2	i	i	i	i	i	4	i	i	6
COCCNC(=O)c1ccc(-c2csc(C)n2)cc1	i	-16	i	i	i	i	i	-10	i	i	-5
CC(C)OCCCNC(=O)NC12CC3CC(CC(C3)C1)C2	i	-7	i	i	i	i	i	4	i	i	5
CC1=NNC(=O)C1CCC(=O)N/N=C/c1c(Cl)cccc1Cl (stereo not given)	i	-6	i	i	i	i	i	-1	i	i	3
Cc1ccccc1NC(=O)CC1SC(=NC2CCCCC2)NC1=O (stereo not given)	i	-12	i	i	i	i	i	3	i	i	5
O=C(Oc1ccc(NC2=C(Cl)C(=O)c3ccccc3C2=O)cc1)c1ccc([N+](=O)[O-])cc1	i	-5	i	i	i	i	.	.	i	i	-41
COc1ccc(S(=O)(=O)Nc2cc3c4c(c2)C(C)C(=O)N4CCC3)cc1OC (stereo not given)	i	-7	i	i	i	i	i	4	i	i	6
CCN(CCn1cccn1)C(=O)CC1C(=O)NCCN1Cc1ccc(OC)c(OC)c1 (stereo not given)	i	-3	i	i	i	i	i	-3	i	i	0
Cc1cccc(C)c1NC(=O)N1CCCCCCC1	i	-10	i	i	i	i	i	-4	i	i	2
Cn1c(=O)[nH]c(=O)c2c1nc(Br)n2CCSc1nnnn1-c1ccccc1	i	-4	i	i	i	i	i	-2	i	i	.

4 records drawn at random from those above:
SMILES	KCNK3 block	hERG protect	KCNK9 block	TRPC4 act	TRPC4 PAM	KCNQ1 inh	ANO1 block	HDAC3 inhib	KCNQ1 act	TMEM16A act	Dyrk1A ADPGlo
Cc1ccc(NC(=O)CN2C(=O)C3CC=CCC3C2=O)cc1S(=O)(=O)N1CCOCC1 (stereo not given)	i	-4	i	i	i	i	i	4	i	i	-5
CCN(CCn1cccn1)C(=O)CC1C(=O)NCCN1Cc1ccc(OC)c(OC)c1 (stereo not given)	i	-3	i	i	i	i	i	-3	i	i	0
O=C(CN1C(=O)COc2ccccc21)NCCN1CCC(Cc2ccccc2)CC1	i	-6	i	i	i	i	i	0	i	i	2
COCCNC(=O)c1ccc(-c2csc(C)n2)cc1	i	-16	i	i	i	i	i	-10	i	i	-5

Next section:
SMILES	KCNK3 block	hERG protect	KCNK9 block	TRPC4 act	TRPC4 PAM	KCNQ1 inh	ANO1 block	HDAC3 inhib	KCNQ1 act	TMEM16A act	Dyrk1A ADPGlo
CCN(CC)CCN1C(=O)c2oc3ccccc3c(=O)c2C1c1cccc(Br)c1 (stereo not given)	i	-5	i	i	i	i	i	-1	i	i	-8
CC(=O)Nc1ccc(S(=O)(=O)NC(CC(=O)NC2CCCCC2C)C(C)C)cc1 (stereo not given)	.	-3	i	i	i	i	i	-4	i	.	.
CC(OC(=O)c1ccccc1Nc1ccc(SC(F)F)cc1)C(N)=O (stereo not given)	i	-17	i	i	i	i	25*	-4	i	i	2
Cc1c(C(=O)O)sc2nc(SCC(=O)Nc3ccc(S(=O)(=O)NC(C)(C)C)cc3)[nH]c(=O)c12	i	-5	i	i	i	i	i	4	i	i	2
Cn1c(=O)c(C(=S)NC(=O)C2CC2)c(N)n(Cc2ccccc2)c1=O	.	-13	i	i	i	i	i	0	i	.	.
Cc1ccc(N=C2NC(=O)/C(=C\c3ccc(C)s3)S2)cc1	i	0	i	i	i	i	i	2	i	i	-2
Cc1ccc(CNC(=O)CCCNS(=O)(=O)c2cccc3nonc23)cc1	i	-11	i	i	i	i	i	-1	i	i	-8
O=C(Nc1ccc(OC(F)(F)F)cc1)c1cnccn1	i	-6	i	i	i	i	i	3	i	i	8
O=S(=O)(Nc1cccnc1)c1ccc(Cl)c(C(F)(F)F)c1	i	-7	i	i	i	i	i	2	i	i	-5
CCc1nc(Nc2ccc(NC(C)=O)cc2)c2oc3ccccc3c2n1	i	-2	i	i	i	i	i	-2	i	i	5
CC(C)CCNC1=CC(=O)CC(c2ccccc2)C1 (stereo not given)	i	-7	i	i	i	i	i	2	i	i	5
CCOc1ccc(NC2CCCCC2NS(=O)(=O)c2ccccc2)cc1 (stereo not given)	i	-7	i	i	i	i	i	-7	i	i	.
Cn1cnc([N+](=O)[O-])c1N=C(N)N	i	-7	i	i	i	i	i	4	i	i	-7
Cc1nn(C(C)C(=O)NCCc2ccccc2)c(=O)c2cc3occc3n12 (stereo not given)	i	-5	i	i	i	i	i	3	i	i	-1
NC(=O)CN1C(=O)C(=O)N(Cc2cccc(Cl)c2)C1=O	i	1	i	i	i	i	i	3	i	i	-3
Cc1ccc(-n2[nH]c(C)c(C=Nc3ccc4[nH]c(=O)[nH]c4c3)c2=O)cc1	i	-11	i	i	i	i	i	2	i	i	.
Nc1nc(-c2ccccc2)c(C(=O)Nc2ccccc2)s1	i	-6	i	i	i	i	i	-1	i	i	16
COC(=O)c1cn(CC(=O)NC2CCCCCC2)c2ccccc12	i	-11	i	i	i	i	i	-2	i	i	-5
CC(C)(C)c1ccc(OCc2ccc(C(=O)N/N=C3\CC4CC=CC34)cc2)cc1 (stereo not given)	i	-13	i	i	i	i	i	9	i	i	5
Cc1ccc(Cn2cccc2/C=N/NC(=S)Nc2ccc(C)cc2)cc1	i	4	i	i	i	i	i	10	i	i	-2
O=C(c1c[nH]c2ccc(S(=O)(=O)N3CCC4(CC3)OCCO4)cc2c1=O)N1CCOCC1	i	-4	i	i	i	i	.	.	i	i	-2
Cc1ccc(C)c(C(=O)Nc2c(C(N)=O)oc3ccccc23)c1	i	1	i	i	i	i	i	1	i	i	-2
CC(C)CCC(CCN1CCOCC1)c1ccc2c(c1)OCO2 (stereo not given)	i	-19	i	i	i	i	i	8	i	i	-2
COc1ccc(OCCNS(=O)(=O)Cc2ccccc2)cc1	i	-1	i	i	i	i	i	1	i	i	-3
Cc1nc(/C(N)=N/OC(=O)Cc2ccccc2)no1	i	-3	i	i	i	i	i	?	i	i	-3
COc1ccc2cc(C(=O)Nc3ccc(S(N)(=O)=O)cc3)sc(=O)c2c1OC	i	-6	i	i	i	i	i	5	i	i	8
Cc1ccc(-c2n[nH]c(=O)c3ccccc23)c(C)c1	i	-9	i	i	i	i	i	-2	i	i	17
COc1ccc(S(=O)(=O)N2CCOCC2)cc1C(=O)N1CCCCC1	i	-7	i	i	i	i	i	7	i	i	-3
O=C(NCCCNCCCNC(=O)c1ccc(/C=N/O)nc1)c1ccc(/C=N/O)nc1	i	-6	i	i	i	i	i	3	i	i	6
